# TRPC6 activator – activators of mouse TRPC6 channel. 310,000 tested, 0.13% active. B-score at 10 µM. HEK293-TRPC6 membrane potential dye fluorescence; active compounds read high. AID 2550. Q61143;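 active = B-score of the integrated fluorescence ratio above library mean plus 3 SD, and starting fluorescence ratio within library mean plus 5 SD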;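 also: higher score means more depolarization so channel activation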
# RGS4 inh – human RGS4 inhibition | P49798 | HEK293 M3R/RGS4 inducible, Fluo-4 calcium flux; active compounds read high; triggered by carbachol at its EC20 | B-score at 10 µM | 310,000 tested, 0.45% active;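 active = B-score, a plate-corrected calcium signal, over three deviations above library mean, with baseline fluorescence within five deviations of library mean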;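 also: RGS4 expression induced by doxycycline in cells with stable M3 receptor; B-score is computed from the integrated fluorescence ratio over baseline after carbachol; higher B-score means a larger calcium signal and so more RGS4 inhibition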
# Target sequence (P49798 whole entry, looked up): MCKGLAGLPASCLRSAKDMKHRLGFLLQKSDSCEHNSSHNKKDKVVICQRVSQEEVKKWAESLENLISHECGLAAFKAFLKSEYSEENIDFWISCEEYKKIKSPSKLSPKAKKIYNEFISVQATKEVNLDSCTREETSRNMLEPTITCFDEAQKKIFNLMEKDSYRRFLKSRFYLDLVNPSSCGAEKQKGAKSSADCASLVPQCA
# ANO1 activ – activates or potentiates the mouse TMEM16A chloride channel | HEK293 TMEM16A/YFP-H148Q/I152L, iodide quench fluorescence; active compounds read low | B-score at 10 µM | 340,000 tested, 0.3% active | AID 623877;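 active = fluorescence-ratio B-score plate-corrected deviation score at least 3 library SD below zero, with starting fluorescence score within 5 deviations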;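 also: channel opened by trigger with iodide after compound preincubation; score built on the fluorescence ratio of max minus min over baseline; more negative score means more quench and so TMEM16A activation or potentiation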
# MrgX1 ag – human MrgX1 receptor agonism, primary screen | Q96LB2 | 310,000 tested, 0.44% active | MrgX1-HEK293 cells, Fluo-4 calcium fluorescence, agonist mode; active compounds read high | B-score at 10 µM | AID 588627;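 active = calcium response B-score plate-corrected fluorescence ratio at least 3 library SD, with starting fluorescence B-score inside 5 SD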
# Target sequence (Q96LB2 whole entry, looked up): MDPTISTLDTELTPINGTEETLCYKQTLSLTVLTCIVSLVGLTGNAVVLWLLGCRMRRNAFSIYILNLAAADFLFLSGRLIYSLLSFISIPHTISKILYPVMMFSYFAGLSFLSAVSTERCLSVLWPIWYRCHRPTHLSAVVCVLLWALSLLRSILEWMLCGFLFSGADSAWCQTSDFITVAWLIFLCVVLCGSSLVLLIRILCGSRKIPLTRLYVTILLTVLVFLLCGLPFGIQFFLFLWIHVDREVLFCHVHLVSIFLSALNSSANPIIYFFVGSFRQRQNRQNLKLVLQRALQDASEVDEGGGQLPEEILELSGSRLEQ
#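 Test system: HEK293 cells stably expressing human MrgX1 receptor; amount: 15,000 cells per well; doses: compound delivered in addition one of three; times: overnight plating before 1 h dye loading; detection: Fluo-4 NW calcium-flux fluorescence, kinetic read; read-out basis: B-scored fluorescence response ratio; controls: positive and negative controls per plate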
# TRPC6 inh – blocks the mouse TRPC6 cation channel; HEK293-TRPC6, membrane potential dye, ACh-evoked depolarization; active compounds read low; B-score at 10 µM; 310,000 tested, 1.1% active;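 active = B-score under library mean minus 3 SD, initial fluorescence not abnormally high, positive integrated signal ratio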;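 also: B-score derived from integrated fluorescence ratio over the kinetic read; more negative B-score means stronger inhibition of depolarization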
# TRPC4 inh – blocks the mouse TRPC4 cation channel. HEK293 TRPC4beta/mu-opioid, DAMGO-evoked Fluo4 calcium flux; active compounds read low. 300,000 tested, 0.39% active. B-score at 10 µM. Q9QUQ5;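 active = B-score over 3 SD under the library average, no early fluorescence shift, positive overall ratio signal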
#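 Signal: kinetic Fluo4 fluorescence imaging of calcium influx. Material: stable TRPC4beta/mu-opioid receptor HEK293 cells. Probe or stimulus: DAMGO in two steps, submaximal then maximal.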
# MrgX1 antagonist – blocks BAM8-22 activation of human MrgX1 receptor; Q96LB2; MRGX1-HEK293 calcium flux, Fluo-4, BAM8-22 antagonism; active compounds read low; B-score at 10 µM; 310,000 tested, 1.3% active;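 active = calcium-response B-score plate-corrected more than 3 library SD below zero, starting fluorescence within 5 deviations, no agonist response on first addition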;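 also: peak minus trough fluorescence over baseline after final BAM8-22 challenge near maximal dose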
# TMEM16A inh – inhibitors of mouse TMEM16A calcium-activated chloride channel. Q8BHY3. HEK293 TMEM16A/YFP iodide influx fluorescence, ionomycin. normalized B-score (activity score, 25-100; higher = stronger inhibition) at 10 µM. 310,000 tested, 1.2% active;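 active = ratio plate-corrected score three or more library SD toward inhibition, starting fluorescence score within five deviations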;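 also: score derived from kinetic fluorescence span divided by baseline fluorescence per well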
# TRPC4 agonist – TRPC4 (mouse) channel activation | Q9QUQ5 | HEK293 TRPC4beta/mu-opioid, Fluo4 calcium fluorescence; active compounds read high | B-score at 10 µM | 310,000 tested, 0.49% active;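 active = B-score above 5 SD of library B-scores, and initial fluorescence ratio not above library mean plus 5 SD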;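 also: positive B-score marks a calcium rise read as TRPC4 activation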
#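 System – HEK293 cells stably co-expressing mouse TRPC4beta and mu-opioid receptor · Signal – Fluo4 calcium-sensitive dye fluorescence, kinetic, 1 Hz baseline · Benchmarks – buffer (low) and maximal DAMGO (high) · Read-out – B score of integrated fluorescence ratio per well · Incubation – dye loading 45 min room temperature, 110 s kinetic read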
# TRPC4 PAM – TRPC4 (mouse) allosteric potentiation | B-score at 10 µM | Q9QUQ5 | 310,000 tested, 0.42% active | HEK293 TRPC4beta/mu-opioid, DAMGO EC20, Fluo-4 Ca2+ flux; active compounds read high;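 active = B-score of calcium response area above 5 SD of library B-scores, with initial fluorescence ratio within 5 SD of library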;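 also: B-score of integrated fluorescence ratio over time as area under calcium response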
# MrgX1 PAM – allosterically activates human MrgX1 receptor signaling. MrgX1-HEK293, Fluo-4 calcium flux, FDSS; active compounds read high. B-score at 10 µM. 310,000 tested, 0.63% active;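 active = plate-corrected calcium response at least 3 library SD above typical, normal starting fluorescence, not activating the receptor alone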;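 also: compound read alongside a low EC10 to EC30 dose of BAM8-22 agonist; peak minus trough fluorescence over baseline measured at the second addition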
# * hit, by the source's call; i = inactive; . = not tested or not shown.
SMILES,TRPC6 activator,RGS4 inh,ANO1 activ,MrgX1 ag,TRPC6 inh,TRPC4 inh,MrgX1 antagonist,TMEM16A inh,TRPC4 agonist,TRPC4 PAM,MrgX1 PAM
COCCn1nnnc1C(c1ccccc1)N1CCN(C(=O)c2ccco2)CC1 (stereo not given),i,i,i,i,i,i,i,i,i,i,i
COc1ccc(CNC(=O)CCS(=O)(=O)c2cc3c(cc2Cl)NC(=O)CO3)cc1,i,i,i,i,i,i,i,i,i,i,i
Cn1c2ccccc2c(=O)c2ccc(F)cc21,i,i,i,i,i,i,i,i,i,i,i
O=C(Nc1ccc(N2CCOCC2)c(Cl)c1)c1c(F)c(F)c(F)c(F)c1F,i,i,i,i,i,i,i,i,i,i,i
CCCOc1ccc(-c2nnc(-c3cccs3)o2)cc1,i,i,i,i,i,i,i,i,i,i,i
O=c1c2ccccc2c(C=NCCc2ccccc2)c(O)n1Cc1ccccc1,i,i,i,i,i,i,i,i,i,i,i
COC(=O)c1cc(OC)c(OC)cc1NC(=O)C(C)c1ccc([N+](=O)[O-])cc1 (stereo not given),i,i,i,i,i,i,i,i,i,i,i
O=C(NCCc1nc(-c2ccccc2)no1)c1ccccc1,i,i,i,i,i,i,i,i,i,i,i
CC1=CC(C)(C)Nc2ccc(OC(=O)CN3C(=O)C4CCCCC4C3=O)cc21 (stereo not given),i,i,i,i,i,i,i,i,i,i,i
COc1ccc(-c2sc3ccccc3c2C#CCO)cc1,i,i,i,i,i,i,i,25*,i,i,i
Cc1ccc2nc(Cl)c(C#N)cc2c1,i,i,i,i,i,i,i,i,i,i,i
CCn1nnc(NC(=O)c2ccc(-c3ccc(Cl)cc3)o2)n1,i,i,i,i,i,i,i,i,i,i,i
COc1ccc(OC)c(CCNC(=O)CC2Oc3ccccc3NC2=O)c1 (stereo not given),i,i,i,i,i,i,i,i,i,i,i
CCC(OCC(O)CN1CCN(CCN2C(=O)c3cccc4cccc(c34)C2=O)CC1)c1ccccc1 (stereo not given),i,i,i,i,-6.1*,i,i,i,i,i,i
CN(Cc1ccccc1)C(=O)CN(c1ccc(F)cc1)S(=O)(=O)c1ccc2c(c1)OCCO2,i,i,i,i,i,i,i,i,i,i,i
Cc1onc(-c2ccc(Cl)cc2)c1-c1ccnc(SCC(=O)Nc2cc(Cl)cc(Cl)c2)n1,i,i,i,i,i,i,i,i,i,i,i
O=C(Nc1cccnc1)OC1CCCC1,i,i,i,i,i,i,i,i,i,i,i
Cc1cccc(N(C(=O)c2nsc(Cl)c2Cl)C(C(=O)NC2CCCC2)c2ccc(O)cc2)c1C (stereo not given),i,i,i,i,i,i,i,i,i,i,i
CCOC(=O)C1CCN(C(=O)C2(NC(=O)Nc3cccc(F)c3)CCCCC2)CC1,i,i,i,i,i,i,i,i,i,i,i
O=[N+]([O-])c1ccc(-n2cccc2/C=N/Nc2nc(N3CCCCC3)nc(N3CCCCC3)n2)cc1,i,i,.,i,i,i,i,i,i,i,i
CC(C)CN(C(=O)COC(=O)c1ccc([N+](=O)[O-])o1)C1CCS(=O)(=O)C1 (stereo not given),i,i,i,i,i,i,i,i,i,i,i
CNC(=O)NC(=O)C(C)OC(=O)c1c(C)noc1C (stereo not given),.,.,i,i,.,.,i,i,.,.,i
COC(=O)c1ccc(Cl)c(NC(=O)CN(c2ccccc2)S(=O)(=O)c2ccc(OC)cc2)c1,i,i,i,i,i,i,i,i,i,i,i
COC(=O)c1nnn(CC(=O)NC(=O)Nc2c(C)cccc2C)c1C(=O)OC,i,i,i,i,i,i,i,i,i,i,i
CCOC(=O)Cc1csc(SCc2nc3ccccc3c(=O)[nH]2)n1,i,i,i,i,i,i,i,i,i,i,i
N#Cc1ccc(NC(=O)c2cc(S(=O)(=O)N3CCOCC3)ccc2N2CCCC2)cc1,i,i,i,i,i,i,i,i,i,i,i
CCN(CC(=O)Nc1ccc(OC)cc1)C(=O)CSCC(=O)Nc1ccc(C)cc1,i,i,i,i,i,i,i,i,i,i,i
Cc1nnc2ccc(N3CCCCC3)nn12,i,i,i,i,i,i,i,i,i,i,i
Cc1c(C)c(C)c(/C=[N+](/C)[O-])c(C)c1C,i,i,i,i,i,i,i,i,i,i,i
CN1Cc2ccccc2N(CC(=O)NCc2ccccc2)C1=O,i,i,i,i,i,i,i,i,i,i,i
COc1ccc(NC(=O)C(C)N2c3cccc4cccc(c34)S2(=O)=O)cc1 (stereo not given),i,i,i,i,i,i,i,i,i,i,i
O=C(Nc1nnc(-c2ccccc2Cl)o1)c1ccc(S(=O)(=O)N2CCCCCC2)cc1,i,i,.,i,-6.3*,i,i,i,71*,i,8.6*
CCOC(=O)CC(NC(=O)Cc1cccs1)c1ccccc1Cl (stereo not given),i,i,i,i,i,i,i,i,i,i,i
CCOc1ccc(N2C(=O)CC(SC(=NC)Nc3cccc(OC)c3)C2=O)cc1 (stereo not given),i,i,i,i,i,i,i,i,i,i,i
CCOc1ccc(NC(=O)CCn2cccc2)cc1,i,i,i,i,i,i,i,i,i,i,i
Cc1ccc(-n2c(SCC(=O)N3CCOCC3)nnc2-c2cccnc2)cc1C,i,i,i,i,i,i,i,i,i,i,i
CCOc1ccc(N(CC(=O)NCCc2ccc(F)cc2)S(=O)(=O)c2ccccc2)cc1,i,i,i,i,i,i,i,i,i,i,i
Cc1cccc(NC(=O)c2ccc(NCCc3ccccc3)c([N+](=O)[O-])c2)c1,i,i,i,i,i,i,i,i,i,i,i
COc1cc(SC)ccc1C(=O)N1CCCCCC1,i,i,i,i,i,i,i,i,i,i,i
Cc1ccc(NC(=O)CN(C)c2ccc(S(=O)(=O)N3CCN(C)CC3)cn2)cc1,i,i,i,i,i,i,i,i,i,i,i
N#Cc1cccc(Oc2ccc(-c3cnc4ccccc4n3)cc2)c1C#N,i,i,i,i,i,i,i,i,i,i,i
Nn1c(Cc2ccccc2F)nnc1SCC(=O)N1CC(=O)Nc2ccccc21,i,i,i,i,i,i,i,i,i,i,i
COc1cc(CCC(=O)OCC(=O)NCc2ccccc2)cc(OC)c1OC,i,i,i,i,i,i,i,i,i,i,i
COC(=O)C1CC(O)CN1S(=O)(=O)c1cccs1 (stereo not given),i,i,i,i,i,i,i,i,i,i,i
CC(=O)c1sc(NC(=O)COc2ccc([N+](=O)[O-])cc2)nc1C,i,i,i,i,i,i,i,i,i,i,i
Cc1cccc(NC(=O)c2cc(-c3ccccn3)nc3ccccc23)c1C,i,i,i,i,i,i,i,i,i,i,i
CCOC(=O)C(=CNc1cc(C)nn1C(C)(C)C)C(=O)OCC,i,i,i,i,i,i,i,i,i,i,i
O=C(CC1C(=O)NCCN1Cc1c(F)cccc1Cl)NCc1ccccc1 (stereo not given),i,i,i,i,i,i,i,i,i,i,i
CC1(C)Cc2ccccc2-c2nc(NCCCO)n(-c3ccccc3)c(=O)c21,i,i,i,i,i,i,i,i,i,i,i
COc1ccccc1-n1nnnc1SCC(=O)Nc1oc(C)c2c(C)n[nH]c(=O)c12,i,i,i,i,i,i,i,i,i,i,i

# The list continues:
SMILES,TRPC6 activator,RGS4 inh,ANO1 activ,MrgX1 ag,TRPC6 inh,TRPC4 inh,MrgX1 antagonist,TMEM16A inh,TRPC4 agonist,TRPC4 PAM,MrgX1 PAM
CCOc1cc(N2CCOCC2)c(OCC)cc1NC(=O)[C@H](C)N1C(=O)C2CC=CCC2C1=O (stereo not given in full),i,i,i,i,i,i,i,i,i,i,i
COc1cccc2cc(-c3nnc(SCC(=O)NCc4ccccc4)n3C)oc12,i,i,i,i,i,i,i,i,i,i,i
COc1ccccc1N1CCN(C(=O)C(=O)c2c[nH]c3ccccc23)CC1,i,i,i,i,i,i,i,i,i,i,i
Cc1ccc(NC(=S)N2CCN(c3ncccn3)CC2)c(C)c1,i,i,i,i,i,i,i,i,i,i,i
Cc1nn(Cc2ccc(Cl)cc2Cl)c(C)c1NC(=O)NC12CC3CC(CC(C3)C1)C2,i,i,i,i,i,i,i,i,i,i,i
COc1ccccc1C(=O)Nc1nc2ccccc2[nH]1,i,i,i,i,i,i,i,i,i,i,i
O=C(CN1CCOCC1)Nc1nc2ccc(F)cc2s1,i,i,i,i,i,i,i,i,i,i,i
COc1ccc(CC(=O)N(C)Cc2ccc(Cl)cc2)cc1S(=O)(=O)N1CCOCC1,i,i,i,i,i,i,i,i,i,i,i
Cc1cc(C(=O)Nc2ccc(Cl)cc2)on1,i,i,i,i,i,i,i,i,i,i,i
O=C(N1CCOCC1)N1CCN(CC(O)COc2ccc3ccccc3c2)CC1 (stereo not given),i,i,i,i,i,i,i,i,i,i,i
Cc1nc(-c2cc(C#N)c(Sc3ccc(Cl)cc3Cl)nc2C)cs1,i,i,i,i,i,i,i,i,i,i,i
COc1ccccc1CN(C)CC(=O)Nc1ccc(Cl)cc1F,i,i,i,i,i,i,i,i,i,i,i
O=C1CC(=O)N(Cc2ccco2)C(=S)N1,i,i,i,i,i,i,i,i,i,i,i
CC(CNC(=O)c1cccc(Br)c1)n1cncn1 (stereo not given),i,i,i,i,i,i,i,i,i,i,i
O=C(COc1ccc2c3c(c(=O)oc2c1)CCC3)Nc1ccccn1,i,i,i,i,i,i,i,i,i,i,i
COC(=O)c1ccccc1NC(=O)COC(=O)[C@H](C)NC(N)=O,i,i,i,i,i,i,i,i,i,i,i
O=C(CN1C(=O)CC(c2ccco2)Sc2ccccc21)Nc1ccccc1F (stereo not given),i,i,i,i,i,i,i,i,i,i,i
CCCCc1n[nH]c2c1/C(=N/OCC)CC(C)(C)C2,i,i,i,i,i,i,i,i,i,i,i
CCc1ccc(S(=O)(=O)n2c(C)nc3ccccc32)cc1,i,i,i,i,i,i,i,i,i,i,i
CCCCN(CC)CCCNC(=O)CC1Nc2ccccc2NC1=O (stereo not given),i,i,i,i,i,.,i,i,i,i,i
CCCN1CNC(=S)N(c2cccc(C)c2)C1,i,i,i,i,i,i,i,i,i,i,i

# Compound activity from PubChem.
